Compound activity from PubChem.
CHT inh: inhibitors of human choline transporter CHT; High affinity choline transporter 1 (Homo sapiens), Q9GZV3; CHT-expressing cells, membrane potential dye, choline response; active compounds read low; B-score at 10 µM; 310,000 tested, 0.86% active; AID 488975, 2010;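 active = B-score over 3 SD under the library average, and starting fluorescence ratio not unusually high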;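 also: choline stimulus applied at its EC90 after an EC20 pre-addition; B-score computed on integrated fluorescence ratio after choline addition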
Target sequence (Q9GZV3 whole entry, looked up): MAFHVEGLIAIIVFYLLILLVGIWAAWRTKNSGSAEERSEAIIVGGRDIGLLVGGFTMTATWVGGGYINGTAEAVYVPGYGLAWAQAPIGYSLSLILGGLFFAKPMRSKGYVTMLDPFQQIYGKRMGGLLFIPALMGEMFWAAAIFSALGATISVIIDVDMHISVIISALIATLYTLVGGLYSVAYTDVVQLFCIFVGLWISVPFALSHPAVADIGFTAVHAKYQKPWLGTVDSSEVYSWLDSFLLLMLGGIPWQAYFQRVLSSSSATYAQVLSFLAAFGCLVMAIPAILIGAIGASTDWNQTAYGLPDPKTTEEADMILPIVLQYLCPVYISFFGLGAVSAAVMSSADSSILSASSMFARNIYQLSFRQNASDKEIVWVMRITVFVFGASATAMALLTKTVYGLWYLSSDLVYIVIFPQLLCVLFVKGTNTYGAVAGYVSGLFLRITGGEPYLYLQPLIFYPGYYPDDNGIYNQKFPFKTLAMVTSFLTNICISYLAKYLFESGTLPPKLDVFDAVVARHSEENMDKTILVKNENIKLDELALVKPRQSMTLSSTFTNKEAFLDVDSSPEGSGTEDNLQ
CHT allo act: CHT positive allosteric modulators, primary screen, cell-based, membrane potential dye, choline EC20; High affinity choline transporter 1 (Homo sapiens), Q9GZV3; CHT-expressing cells; active compounds read high; LV-AA mutant CHT in HEK293 cells; B-score at 10 µM; 310,000 tested, 0.49% active; AID 488977, 2010;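 active = initial fluorescence not abnormally high and integrated response B-score, plate-corrected, over 3 SD above library mean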
* = called active by the depositor; i = inactive. Compounds were not picked by outcome, and some 1.4% of all compounds hit somewhere here.

SMILES	CHT inh	CHT allo act
O=C(Nc1ccc2nc(C3CC3)n(Cc3ccccc3)c(=O)c2c1)C1CC1	i	i
COc1ccc(S(=O)(=O)N2CCN(S(=O)(=O)c3ccc4c(c3)OCCO4)CC2)cc1	i	i
O=C1OCCC1Sc1nnnn1-c1ccc(Cl)cc1 (stereo not given)	i	i
O=C(NCCNC(=O)c1ccc(Cl)cc1Cl)c1ccccn1	i	i
COc1ccc(S(=O)(=O)N2CCN(c3ncccn3)CC2)cc1OC	i	i
Cc1ccc(S(=O)(=O)NC(=NCC(=O)O)c2ccc(F)cc2)cc1	i	i
COCCCN(C(=O)Cc1ccc(Cl)c(Cl)c1)c1c(N)n(Cc2ccccc2)c(=O)[nH]c1=O	i	i
O=C(NNC1=Nc2cccc3cccc1c23)c1ccc(Br)cc1	i	i
Cc1ccc(N2CN=c3s/c(=C\c4cccnc4)c(=O)n3C2)cc1	i	i
CCOc1ccccc1NC(=O)CN1CCC(NC(=O)c2ccccc2)CC1	i	i
O=C(O)c1ccc(-c2noc(-c3ccccc3C(F)(F)F)n2)cc1	i	i
Nc1cc(=O)[nH]c(SCc2nc3ccccc3n2Cc2ccccc2)n1	i	i
Cc1cc(C(=O)NP(=O)(N2CCOCC2)N2CCOCC2)c(C)n1-c1ccc(N(C)C)cc1	i	i
CC(=O)NC12CC3CC(C1)CC(C(=O)Nc1nc4ccc(S(C)(=O)=O)cc4s1)(C3)C2	i	i
CCC1(c2ccc(F)cc2)NC(=O)N(CC(=O)N2CCN(S(=O)(=O)c3ccc(C)cc3)CC2)C1=O (stereo not given)	i	i
Cc1noc2ncnc(N3CCN(c4cccc(Cl)c4)CC3)c12	i	i
COCCn1c(N)c(C(=O)OCc2ccccc2)c2nc3ccccc3nc21	i	i
CCN(CC)C(=O)CSc1nnc([C@@H](N)Cc2ccccc2)o1	i	i
Nc1nccc(-c2cc(-c3ccc(Cl)cc3Cl)no2)n1	i	i
CC1(O)CC(c2ccc(Cl)cc2)=NN1C(=O)c1ccc(Cl)cc1 (stereo not given)	i	i
CC1=CC2=NC(=O)/C(=C/c3cccn3Cc3ccccc3)C(=N)N2O1	i	i
COc1ccc(-c2noc(CCC(=O)NCCCN3CCC(Cc4ccccc4)CC3)n2)cc1	i	i
Brc1ccc(OCCOc2cccc3cccnc23)cc1	i	i
CC(C)(C)NC(=O)NC(=O)COC(=O)c1cccc(NS(=O)(=O)c2ccc(F)c(F)c2)c1	i	i
CCCN1C2CCCC1CC(NC(=O)NC1CCCCC1)C2 (stereo not given)	i	i
O=C(CS(=O)(=O)c1cccc(Cl)c1)Nc1ccccc1Cl	i	i
COc1ccc(N2CCN(C(=O)Nc3ccc(S(=O)(=O)N(C)C)cc3)CC2)cc1	i	i
COc1ccc(-n2nnnc2SCC(=O)Nc2ccccc2N2CCOCC2)cc1	i	i
COc1ccccc1N=C(C)C1=C(O)CC(c2ccccc2)CC1=O (stereo not given)	i	9.67*
O=C(CN1CCN(Cc2ccc(F)cc2Cl)C1=O)NCCc1ccc(Cl)cc1	i	i

Next part; the last 7 above are carried over.
SMILES	CHT inh	CHT allo act
CC(C)(C)NC(=O)NC(=O)COC(=O)c1cccc(NS(=O)(=O)c2ccc(F)c(F)c2)c1	i	i
CCCN1C2CCCC1CC(NC(=O)NC1CCCCC1)C2 (stereo not given)	i	i
O=C(CS(=O)(=O)c1cccc(Cl)c1)Nc1ccccc1Cl	i	i
COc1ccc(N2CCN(C(=O)Nc3ccc(S(=O)(=O)N(C)C)cc3)CC2)cc1	i	i
COc1ccc(-n2nnnc2SCC(=O)Nc2ccccc2N2CCOCC2)cc1	i	i
COc1ccccc1N=C(C)C1=C(O)CC(c2ccccc2)CC1=O (stereo not given)	i	9.67*
O=C(CN1CCN(Cc2ccc(F)cc2Cl)C1=O)NCCc1ccc(Cl)cc1	i	i
CC1CN(S(=O)(=O)c2ccc(C(=O)NCCCn3ccnc3)cc2)CC(C)O1 (stereo not given)	i	i
O=C(O)c1ccccc1OCc1ccccc1Br	i	i
O=C1CC2CS(=O)(=O)CC2N1c1ccc(Cl)cc1Cl (stereo not given)	i	i
O=C(NCc1ccccn1)Nc1cccc(NC(=O)NCc2ccccn2)c1	i	i
CCCCN(C)C(=O)c1nc2ccccn2c1CNCCCn1nnc2ccccc21	i	i
Clc1ccc(Cl)c(-c2nn3c(Cn4cnc5ccccc54)nnc3s2)c1	i	i
Cc1noc(C(F)(F)F)c1C(=O)NNC(=O)c1cccc(C(F)(F)F)c1	i	i
CC(=O)Nc1cc2c3c(c1)CC(=O)N3CCC2	i	i
O=c1[nH]c(CSc2nc(-c3ccc(F)cc3)cs2)nc2ccccc12	i	i
Cc1ccc2c(c1)N(CCC(=O)NCc1ccc3c(c1)OCO3)C(=O)CO2	i	i
COc1ccc(S(=O)(=O)NCCCCNS(=O)(=O)c2ccc(OC)cc2)cc1	i	i
CSc1nc2nccc(/C=C\c3ccccc3)n2n1	i	i
O=C(O)c1ccccc1C(=O)NNc1ccc(F)cc1	i	i
CCCC[C@H]1COCCS(=O)(=O)N1Cc1ccccc1F	i	i
Cc1cccc(NC(=O)NNC(=O)c2sccc2-n2cccc2)c1	i	i
CCOP(=O)(OCC)C(Nc1cc(Cl)cc(Cl)c1)c1cccc(O)c1 (stereo not given)	i	i
O=C(Cc1ccccc1)N[C@H](c1ccccc1)P(=O)(O)CO	i	i
CC1CC(CCN)(c2ccccc2)C(C)CN1C (stereo not given)	i	i
CCN1CCN(Cc2ccc(NC(=O)c3cc(NC(=O)c4cc5cccc(OC)c5o4)cc(OC)c3)cc2C(F)(F)F)CC1	i	i
O=C(O)c1ccc2c(c1)N(Cc1ccccc1F)C(=O)c1ccccc1S2=O (stereo not given)	i	i
Cc1cccc(OCc2nnc(SCC(=O)N3CCCC3)n2C)c1	i	i
COC(=O)c1c(NC(=O)CSc2nnc(-c3ccco3)n2Cc2ccccc2)sc(C)c1C	i	i
Cc1ccnc(NC(=O)c2cc([N+](=O)[O-])cc([N+](=O)[O-])c2)c1	i	i
CCn1c(=O)cc(OCC(=O)NC(C)c2ccc3c(c2)OCCO3)c2ccccc21 (stereo not given)	-9.49*	i
O=C1NCCN1C(=O)N(c1ccccc1)c1ccccc1	i	i
CS(=O)(=O)N1CCc2cc(C(=O)Nc3ccccc3)ccc21	i	i
CCCNC(=S)Nc1cc2oc3ccccc3c2cc1OC	i	i
Cc1cc(-c2ccc(C)c(S(=O)(=O)N3CC(=O)Nc4ccccc43)c2)on1	i	i
CCOc1ccc(C(=O)CSCC(=O)O)cc1	i	i
CCOC(=O)C(Sc1n[nH]c(N)n1)c1ccccc1 (stereo not given)	i	i
CCCOC(=O)c1c(-c2ccc(OC)cc2)oc2ccc(-c3ccc(OC)nc3)cc12	i	i
O=c1cc(NCc2ccccc2)nc2n1CCCS2	i	i
Cc1ccc(C(=O)CS(C)(=O)=O)cc1	i	i
COc1cc(/C=N/n2c(C3CCCCC3)n[nH]c2=S)cc(OC)c1O	i	i
Nc1cc(=O)[nH]c(SCC(=O)N2N=C(c3ccc4ccccc4c3)CC2c2ccccc2)n1 (stereo not given)	i	i
CC(=O)Nc1ccc(N(C(=O)Cn2nnc3ccccc32)C(C(=O)NC2CCCC2)c2ccc(O)c(O)c2)cc1 (stereo not given)	i	i
O=C(c1cccnc1)N1N=C(C2CCCCC2)CC1(O)C(F)(F)F (stereo not given)	i	i
O=S(=O)(c1ccc(Cl)cc1)N1CCc2ccccc21	i	i
CCOC(=O)c1c(NC(=O)CNCC(O)CO)sc(C)c1C (stereo not given)	i	i
Nc1ccc(-n2ccnc2)cc1	i	i
O=C(Oc1csc(=S)n1C(=O)c1ccccc1)c1ccccc1	i	i
Cc1cc(C)cc(N(CC(=O)NCC2CCCO2)C(=O)CN2C(=O)COc3ccccc32)c1 (stereo not given)	i	i
COC(=O)C1=C(C)Nc2nc(SCc3ccccc3)[nH]c(=O)c2C1c1cccs1 (stereo not given)	i	i
CCOC(=O)c1sc(NC(=O)c2ccncc2)c(C#N)c1C	i	i
COc1cc(CCN2C(=O)c3cccc4cccc(c34)C2=O)c(S(=O)(=O)N2CCCCCC2)cc1OC	i	i
CN(C)S(=O)(=O)c1ccc(NC(=O)Cc2ccc(S(=O)(=O)N3CCOCC3)s2)cc1	i	i
CCCCNC(=O)[C@H](CSCc1ccccc1)N1Cc2ccccc2C1=O	i	i
CC1CCN(CCCCOc2ccc(C(C)(C)C)cc2)CC1	i	i
O=C(c1ccco1)N1CCN(C(=O)C2CCCO2)CC1 (stereo not given)	i	i
COc1ccc(Cc2nnc(NC(=O)C(C)(C)C)s2)cc1	i	i
Cc1[nH]c(=O)c(C#N)c(C)c1Cc1ccc(Cl)cc1Cl	i	i
Fc1ccc(CNc2nc(-c3cccnc3)nc3ccccc23)cc1	i	i
Clc1cccc2c3c([nH]c12)CCNC3	i	i
COC(=O)COn1c(SCC(=O)OC)nc2ccccc2c1=O	i	i
COC(=O)C1=C(C)n2nnnc2NC1c1ccc(Cl)cc1 (stereo not given)	i	i
Cc1ccccc1CNC(=O)C(=O)NCCC1CCCCN1S(=O)(=O)c1ccccc1 (stereo not given)	i	i
CCc1cc(C(=O)N2CCCc3ccccc32)sc1C	i	i
Cc1ccc(C)c(Nc2ncccc2C(=O)NCc2cccs2)c1	i	i
O=C(Nc1cccnc1)c1ccc(Oc2ccccc2)cc1	i	i
O=C(CCSCCc1ccccn1)Nc1ccc(Br)cc1F	i	i

Next entries.
SMILES	CHT inh	CHT allo act
C#CC(=O)N(c1ccc(OC)c(OC)c1)C(C(=O)NC1CCCC1)c1cccs1 (stereo not given)	i	i
CC(=O)OCC(OC(C)=O)C(OC(C)=O)C(OC(C)=O)C(=O)Nc1ccc(C)cc1 (stereo not given)	i	i
COc1ccc(CCNC(=O)c2c(-c3ccccc3)noc2C)cc1OC	i	i
Cc1ccc(S(=O)(=O)Nc2ccc(-c3ccc4nncn4n3)cc2)cc1	i	i
CC1CCC2(CC1)NC(=O)N(CC(=O)Nc1cccc(S(=O)(=O)N3CCOCC3)c1)C2=O (stereo not given)	i	i
O=C(NC(=S)NCc1ccccc1)c1ccccc1F	i	i
O=C(NCCN1CCOCC1)c1c(Cl)cccc1Cl	i	i
COc1ccc(N(CC(=O)N2CCOCC2)S(=O)(=O)c2ccccc2)cc1Cl	i	i
OCCN(Cc1ccccc1)Cc1ccccc1Cl	i	i
Cc1ccc(-c2cc(C(=O)Nc3cccc(S(=O)(=O)N(C)C)c3)c3ccccc3n2)o1	i	i
CCOC(=O)CN1C(=O)S/C(=C/c2cc(C)n(C)c2C)C1=O	i	i
COC(=O)c1ccc(CNC(=O)COC(=O)C23CC4CC(CC(C4)C2)C3)cc1	i	i
CC(=O)Nc1ccc2nc(C3CC3)n(Cc3ccc(Cl)cc3)c(=O)c2c1	i	i
O=S(=O)(c1c(F)cccc1F)N1CCN(C(=S)NCc2ccc3c(c2)OCO3)CC1	i	i
C=CCN1C(=O)C(O)(CC(=O)c2c(C)n[nH]c2C)c2cc(Br)ccc21 (stereo not given)	i	i

Brought forward from above: 4 compounds; new compounds follow.
SMILES	CHT inh	CHT allo act
COC(=O)c1ccc(CNC(=O)COC(=O)C23CC4CC(CC(C4)C2)C3)cc1	i	i
CC(=O)Nc1ccc2nc(C3CC3)n(Cc3ccc(Cl)cc3)c(=O)c2c1	i	i
O=S(=O)(c1c(F)cccc1F)N1CCN(C(=S)NCc2ccc3c(c2)OCO3)CC1	i	i
C=CCN1C(=O)C(O)(CC(=O)c2c(C)n[nH]c2C)c2cc(Br)ccc21 (stereo not given)	i	i
CCCC(C(=O)Nc1cccc(S(=O)(=O)N2CCCC2)c1)c1ccccc1 (stereo not given)	i	i
CCOC(=O)c1c(S(=O)(=O)NCC(=O)Nc2ccccc2OC)c(C)n(C)c1C	i	i
O=C(Nc1ccc(S(=O)(=O)Nc2ncccn2)cc1)c1cccc(Br)c1	i	i
O=C(Nc1ccccc1Br)c1ccc(N2CCCC2=O)cc1	i	i
CN(C)CCN1C(=O)c2oc3ccc(Cl)cc3c(=O)c2C1c1cccc(Br)c1 (stereo not given)	i	i
CN(C)CCCOc1cccc(Cl)c1	i	i
CC1(C)Cc2nc3sc(C(=O)NCCCO)c(N)c3cc2CS1	i	i
CCOc1ccc(-c2cc(CCCC(=O)NCc3ccc(C)cc3)no2)cc1	i	i
COc1ccc2nc(SCC(=O)Nc3ccccc3OC)[nH]c2c1	i	i
Cc1ccc(-c2ccnc3nc(-n4cccc4)nn23)o1	i	i
N#Cc1cccc(NC(=O)Cc2ccccc2)c1	i	i
CCOC(=O)/C(C#N)=C/c1cc2cc(C)c(C)cc2nc1Cl	i	i
COc1ccc(CCNC(=O)CN(C2CCCCC2)S(C)(=O)=O)cc1OC	i	i
Nc1nc(NC(=O)c2ccc(Cl)cc2)nn1-c1ccccc1	i	i
CCn1nc(C)c(CNC(=O)C2CCC(=O)N(Cc3cccc(F)c3)C2)c1C (stereo not given)	i	i
Cc1nc2nc(C)c(CCC(=O)O)c(C)n2n1	i	i
C=CCOc1ccc2ccccc2c1/C=N/O	i	i
Oc1c(C(c2ccccc2Cl)N2CCCC2)ccc2cccnc12 (stereo not given)	i	i
CC1CCCCN1C(=O)CSc1nnc(-c2cccnc2)n1C1CCCCC1 (stereo not given)	i	i
Cc1cc(C)n(C2=NS(=O)(=O)c3ccccc32)n1	i	i
CCCCN(C(=O)/C=C/c1ccco1)c1c(N)n(Cc2ccccc2)c(=O)[nH]c1=O	i	i
COc1cccc2[nH]c3c(N4CCC5(CC4)OCCO5)ncnc3c12	i	i
CCOC(CNC(=O)c1cccn2c(=O)c3c(C)c(C)sc3nc12)OCC	i	i
